Source: PubChem
Diaphorase act – counter-screen for diaphorase-based assays: diaphorase activators and chemical reducers. activation factor at 20 µM. Diaphorase/resazurin coupled assay, resorufin fluorescence, 16 min; active compounds read high; 1 = vehicle wells, 0 = NADH-free wells. hit rate 0.005% among 190,000. AID 1229;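 active = diaphorase activity raised at least twofold by the compound at 20 µM; inactive = activation factor below 2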
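Material: Clostridium kluyveri diaphorase, purified enzyme; Quantity: enzyme 0.07 U/mL final; Medium: HEPES pH 7.4 buffer with MgCl2 and Tween 20; Dosing: single compound dose of 20 µM, 1% DMSO final; Schedule: 16 min reaction at room temperature; Measured by: red resorufin fluorescence at 544/590 nm excitation/emission.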
G6PDH CS – counter-screen for G6PDH assay hits: L. mesenteroides G6PDH inhibition | Purified L. mesenteroides G6PDH, diaphorase/resazurin coupled fluorescence, 45 min | inhibition, % at 5 µM | hit rate 0.12% among 200,000 | AID 1020; in the data active = inhibition above about 50%
PPARg SRC2 recr – agonists of SRC-2 recruitment by human PPARgamma; P37231; PPARgamma LBD-SRC-2 recruitment, biochemical; activation, % at 8 µM; hit rate 0.34% among 200,000; AID 1032; in the data active = activation above about 22%;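 also: 0% = vehicle and 100% = reference agonist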
Target sequence (P37231 whole entry, looked up, the tested form may be a part): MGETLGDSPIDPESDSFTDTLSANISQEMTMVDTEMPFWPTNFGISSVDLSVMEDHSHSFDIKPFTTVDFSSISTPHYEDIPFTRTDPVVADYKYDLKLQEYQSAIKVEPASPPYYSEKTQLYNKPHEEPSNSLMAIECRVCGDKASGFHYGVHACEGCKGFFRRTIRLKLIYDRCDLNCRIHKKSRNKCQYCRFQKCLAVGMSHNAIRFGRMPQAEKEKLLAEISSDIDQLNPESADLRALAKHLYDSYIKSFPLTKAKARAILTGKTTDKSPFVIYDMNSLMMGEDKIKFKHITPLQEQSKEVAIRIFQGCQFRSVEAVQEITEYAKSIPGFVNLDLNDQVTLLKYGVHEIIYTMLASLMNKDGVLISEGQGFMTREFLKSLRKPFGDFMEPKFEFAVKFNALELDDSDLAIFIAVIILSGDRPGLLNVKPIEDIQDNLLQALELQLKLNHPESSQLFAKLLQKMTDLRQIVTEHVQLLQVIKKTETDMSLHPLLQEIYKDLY
PMI act satM6P – activators of human phosphomannose isomerase at near-saturating mannose 6-phosphate; P34949; coupled PMI enzyme assay, resazurin fluorescence, 20 min; active compounds read high; 1 = untreated enzyme, 0 = substrate-free blank; activation factor at 20 µM; hit rate 0.34% among 190,000; AID 1216;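 active = activation factor of 2 or more at 20 µM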
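Material: human phosphomannose isomerase with PGI, G6PDH, diaphorase coupling enzymes; amount: PMI at 15 ng/mL final; also added: Mannose-6-phosphate 1.0 mM (near-saturating) plus 0.22 mM NADP+; incubation: enzyme reaction with compound 20 min at room temperature; signal: resorufin fluorescence (Ex 544/Em 590 nm) from resazurin via diaphorase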
S1P3 antag – S1P3 (human) receptor antagonism; Q99500; CHO S1P3 NFAT-BLA reporter, FRET fluorescence, antagonist mode; inhibition, % at 4.98 µM; hit rate 0.27% among 170,000; AID 485;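 active = inhibition above the plate cutoff, the mean inhibition of test wells on that plate plus 3 SD, cut at about 28% in these data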;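 also: cells challenged with S1P at its EC80 of 0.8 µM; blue over green emission ratio from cleaved BLA substrate after 4 h stimulation; 0% = S1P-stimulated wells and 100% = unstimulated DMSO-only wells; some compounds past the cut are filed as inactive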
ROMK mod – human ROMK K+ channel modulation, primary screen; hit rate 2% among 130,000; P48048; Tet-inducible ROMK, thallium flux fluorescence; actives lie on both sides; B-score at 10 µM; AID 1918;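 active = signal ratio slope over the read window, or its plate-corrected B-score, at least 3 SD from the plate mean, either direction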;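 also: B-score of the F/F0 ratio slope over 7 to 12 s after thallium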
Target sequence (P48048 whole entry, looked up): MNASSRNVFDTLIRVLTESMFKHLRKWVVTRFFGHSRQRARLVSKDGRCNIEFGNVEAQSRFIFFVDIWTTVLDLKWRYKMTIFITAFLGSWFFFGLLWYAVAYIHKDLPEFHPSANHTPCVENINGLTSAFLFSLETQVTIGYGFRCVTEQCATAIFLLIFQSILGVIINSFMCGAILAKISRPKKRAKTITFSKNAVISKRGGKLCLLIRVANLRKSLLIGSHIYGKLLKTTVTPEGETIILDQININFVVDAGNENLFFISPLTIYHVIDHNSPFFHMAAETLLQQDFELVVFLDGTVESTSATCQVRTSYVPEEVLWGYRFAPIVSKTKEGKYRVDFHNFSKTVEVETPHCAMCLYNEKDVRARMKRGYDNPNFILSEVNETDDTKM
PMI act – increases human mannose-6-phosphate isomerase activity | P34949 | AID 1214 | hit rate 0.005% among 190,000 | purified human PMI, coupled resazurin fluorescence, 20 min; active compounds read high; 1 = vehicle control, 0 substrate-free wells | activation factor at 20 µM;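 active = activation factor of 2 or more at 20 µM, relative to plate controls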
PPARg SRC1 recr – promotes SRC-1 coactivator recruitment by human PPARgamma | PPARgamma-SRC-1 coactivator recruitment biochemical assay | P37231 | hit rate 0.41% among 200,000 | AID 631 | activation, % at 8 µM; in the data active = activation above about 19%;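 also: 0% = DMSO and 100% = reference agonist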
TR-FRET SRC-2 ct – TR-FRET artefact, counter-screen to PPARgamma/SRC-2 agonist assay. hit rate 0.4% among 200,000. active compounds read high. TR-FRET ratio at 8 µM; in the data active = TR-FRET ratio above about 2000; also: inactives centre near 1500
PPARg SRC-3 ag – PPARgamma-driven SRC-3 recruitment agonism; P37231; biochemical PPARgamma/SRC-3 coactivator recruitment assay; activation, % at 8 µM; hit rate 0.26% among 200,000; in the data active = activation above about 23%;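 also: 0% = DMSO and 100% = reference agonist; some compounds past the cut are filed as inactive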
Diaphorase inh – counter-screen for diaphorase-based assays: diaphorase inhibitors and chemical oxidizers. diaphorase resazurin-to-resorufin fluorescence, NADH, 16 min; bacterial (C. kluyveri) enzyme, not human. inhibition, % at 20 µM. hit rate 0.69% among 190,000;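 active = primary screen inhibition at 20 µM above a set limit, cut at about 50% in these data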;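 also: plate controls were DMSO with full reaction for no effect and wells lacking NADH for full effect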
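System: Diaphorase enzyme from Clostridium kluyveri | Amount: Enzyme working solution with 0.14 U/mL diaphorase | Benchmarks: No-NADH positive control and DMSO neutral control | Signal: Fluorescence of resorufin formed from resazurin, Ex 544/Em 590 nm | Schedule: 16-min room-temperature incubation before reading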
An asterisk follows results filed as active; . = not tested or not shown.

SMILES	Diaphorase act	G6PDH CS	PPARg SRC2 recr	PMI act satM6P	S1P3 antag	ROMK mod	PMI act	PPARg SRC1 recr	TR-FRET SRC-2 ct	PPARg SRC-3 ag	Diaphorase inh
Cc1ccccc1C(=O)Oc1cc(N)n(S(C)(=O)=O)n1	1	4	-2	1	-6	-0.76	0.9	5	1454	-3	2
Cc1cccc(C)c1NC(=O)CCn1cnc2ccccc2c1=O	1	3	3	1	-16	8e-05	1	5	1537	2	-3
Cc1ccc(C(=O)Nc2ccccc2SCC2CSc3nc4ccccc4c(=O)n32)cc1 (centres undefined)	1	8	14	1	.	.	1	-8	1584	5	5
CN1CCN(C(=S)c2cn(Cc3ccccc3F)c3ccccc23)CC1	0.9	3	1	1	12	0.049	1	0	1528	-2	6
COC(=O)C1(O)CC(C(C)C)=NN1C(=O)c1ccccc1 (centres undefined)	0.9	1	6	1	3	0.4	0.9	10	1643	6	7
CC(=O)c1c(O)cc(C)n(-c2ccc(F)cc2)c1=O	0.9	24	-14	0.6	-3	-0.7	0.9	-7	1369	-2	9
COC(=O)c1nnn(-c2ccsc2C(=O)OC)c1C(=O)OC	1	8	7	1.1	-9	0.9	1.1	4	1648	4	-1
Cc1nc(SCC(=O)NCc2ccco2)c2c(=O)n(C)c(=O)n(CC(C)C)c2n1	0.9	2	4	1	-1	0.56	1	-4	1471	4	7
N#Cc1nc(-c2ccc(F)cc2)oc1NCCN1CCOCC1	0.9	-18	3	0.9	14	.	0.9	3	1636	21	13
CCOc1ccc(Br)cc1CNCCN1CCOCC1	0.8	-4	3	1.1	3	-0.65	1.1	0	1575	10	21
CC1(C)OC(c2ccccc2)=C/C(=C/C=N/NC(=O)c2ccncc2)O1	1.2	2	9	1.4	-1	1	1.2	8	1561	3	-21
NNC(=O)CNC(c1ccccc1)c1cc(Br)ccc1NC(=O)CCN1CCOCC1 (centres undefined)	1.2	15	-1	1	.	1.7	0.9	0	1360	-1	-21
Cc1nc(NCCO)c2nnn(Cc3ccccc3F)c2n1	0.8	-9	3	0.8	-23	.	0.9	-2	1534	0	17
COc1cccc(/C=N/Nc2snc(SC)c2C#N)c1O	0.7	-2	5	1.1	-1	-2.4	1.2	10	1879	3	30
O=C(O)c1ccc(S(=O)(=O)Cc2ccccc2)cc1	0.8	-20	8	0.9	-26	0.52	0.9	6	1584	7	18
CC(=O)c1ccc(-n2c(SCC(=O)c3c[nH]c4ccccc34)nc3ccccc3c2=O)cc1	1	-41	11	0.9	-7	.	0.8	4	1706	5	4
O=C(/C=C/c1cccs1)c1cc(Cl)ccc1OC(=O)N1CCOCC1	1	-6	9	0.9	.	.	0.9	4	1723	8	2
COc1ccc(OC)c(-c2nnc(SCC(=O)NC3CCCCC3)o2)c1	0.8	-23	-3	0.9	-20	.	1	3	1701	1	16
CCCCOc1ccccc1C(=O)NCC(=O)O	0.8	6	-7	0.9	4	.	1	3	1512	-6	18
CCOc1ccc(CNCCNC(=O)c2nonc2N)cc1	0.8	6	11	0.9	-2	-0.00033	1	12	1639	2	15
COc1cc(CCN2C(=O)c3cccc4cccc(c34)C2=O)c(S(=O)(=O)NCCCO)cc1OC	0.8	9	2	0.8	.	-0.0018	0.9	-2	1503	-9	19
O=C(/C=C/c1ccccc1)N1CCN(C(=O)c2ccco2)CC1	1	1	-5	1	.	.	1	-5	1361	-12	4
Cn1c(=O)[nH]c(=O)c2c1nc(N(CCO)Cc1ccccc1)n2CCCc1ccccc1	0.8	2	-3	0.9	.	.	1	5	1706	4	16
O=C(NNC(=O)[C@@H]1CCCC[C@@H]1C(=O)O)c1cccs1	1	-1	2	1.2	.	.	1.1	-7	1361	-10	-5
O=C(Nc1ccc2c(c1)OCCO2)c1cccs1	0.8	10	-4	0.9	-1	.	0.8	-3	1607	2	17
Cc1ccc(NC(=O)Cn2c(=O)cnc3ccccc32)cc1S(=O)(=O)N(C)C	1	11	7	1	-1	0.29	0.9	1	1636	0	4
N#C/C(=C1/CCCCCN1)c1nc2ccccc2s1	0.8	2	-7	0.9	-22	-0.32	1	6	1448	0	22
CCCCOC(=O)Nc1cccc(Cl)c1C	0.9	2	3	1.1	.	-0.33	1	2	1527	3	9
COCC(=O)n1nc(-c2ccccc2)nc1NCc1ccc(N(C)C)cc1	0.9	4	2	0.9	-4	0.68	1	9	1503	1	8
CCOC(=O)c1[nH]ncc1CN1CCN(Cc2ccc(C)cc2)C(CCO)C1 (centres undefined)	0.9	5	-2	1	11	.	0.9	-5	1458	6	14
NC(=O)CC1C(=O)N(c2ccc(F)cc2)C(=O)N1NC(=O)CCc1ccccc1 (centres undefined)	0.9	12	-7	0.9	3	1.1	0.9	-5	1419	-1	7
CCONc1ncnc2nonc12	0.8	-3	12	0.9	10	0.74	0.9	2	1710	-4	17
Cc1ccc(S(=O)(=O)N(C)C)cc1NC(=O)C1CCCC1	0.9	31	-2	1	-14	.	1	7	1610	-4	14
C=C(C)CNC(=S)N/N=C/c1c(F)cccc1F	0.9	4	4	0.9	-15	0.17	1	8	1543	1	9
Cn1c(SCC(=O)C(C)(C)C)nnc1-c1cccnc1	0.9	7	-9	0.9	4	.	1	-12	1515	-7	11
Cc1[nH]n(-c2cccc(Cl)c2)c(=O)c1-c1ccc(Cl)cc1	0.8	5	4	0.9	.	.	0.9	1	1424	8	20
CCCCC(=Nc1ccc(N)cc1)C1=C(O)C(C(=O)OC)C(C)(C)CC1=O (centres undefined)	0.8	5	18	0.8	.	-0.12	0.8	12	1756	18	21
COc1ccccc1NC(=O)N1CCC(c2nc3cc(C)c(C)cc3[nH]2)CC1	1.1	4	8	1.1	.	.	1.2	-2	1657	-7	-10
CC(C)(C)c1cc(C(C)(C)C)cc(S(=O)(=O)CCc2ccccn2)c1	0.8	11	6	0.9	.	.	0.9	4	1642	14	16
COc1ccc(CCN(C(=O)C(F)(F)F)C(C(=O)NC2CCCC2)c2cccs2)cc1OC (centres undefined)	0.8	5	2	0.8	.	.	0.8	6	1329	0	17

Entries shown so far that have bromine, in the order listed:
SMILES	Diaphorase act	G6PDH CS	PPARg SRC2 recr	PMI act satM6P	S1P3 antag	ROMK mod	PMI act	PPARg SRC1 recr	TR-FRET SRC-2 ct	PPARg SRC-3 ag	Diaphorase inh
CCOc1ccc(Br)cc1CNCCN1CCOCC1	0.8	-4	3	1.1	3	-0.65	1.1	0	1575	10	21
NNC(=O)CNC(c1ccccc1)c1cc(Br)ccc1NC(=O)CCN1CCOCC1 (centres undefined)	1.2	15	-1	1	.	1.7	0.9	0	1360	-1	-21

The list goes on.
SMILES	Diaphorase act	G6PDH CS	PPARg SRC2 recr	PMI act satM6P	S1P3 antag	ROMK mod	PMI act	PPARg SRC1 recr	TR-FRET SRC-2 ct	PPARg SRC-3 ag	Diaphorase inh
COc1ccc(N2C(=O)CC(SCCc3nc4ccccc4[nH]3)C2=O)cc1 (centres undefined)	0.9	17	-1	1.1	.	-0.56	1.1	-2	1395	-1	7
CCN1C(=O)/C(=C/c2ccc(C)s2)SC1=Nc1ccc(OC)cc1	0.8	4	1	0.8	.	0.47	0.8	1	1543	7	24
CS(=O)(=O)N1CCN(c2ccc(NC(=O)Cc3ccccc3)cc2)CC1	0.9	11	-7	0.9	.	-0.032	0.9	6	1465	-2	11
Cc1ccc(C(NC(=O)c2ccccc2)C(Cl)(Cl)Cl)cc1 (centres undefined)	1	-8	10	1	13	0.26	1.1	0	1806	3	1
O=C(N/N=C/c1c[nH]c2ccccc12)c1ccn(Cc2ccc(Cl)cc2)n1	0.8	4	1	1	.	.	0.9	9	1505	-1	21
CCCCN1CN(S(=O)(=O)c2cccs2)c2nc3ccccc3nc21	1	-13	8	2.2*	13	.	1.6	0	1367	-8	5
CN1CCN(Cc2cccc(Oc3ccc(Cl)cc3)c2)CC1	0.9	-4	5	1.1	.	-1.2	1.1	-3	1406	6	6
COC(=O)c1c(C)oc2ccc(N(C(=O)Oc3ccccc3)S(=O)(=O)c3ccc(Cl)c([N+](=O)[O-])c3)cc12	0.8	10	-6	1	12	-0.0083	0.9	-2	1526	-1	16
Cc1cccc(N=Cc2cc3c(cc2[N+](=O)[O-])OCO3)c1	0.4	7	14	0.4	.	.	0.5	4	1419	2	61*
COc1ccc(-c2cc(C(=O)Nc3cnn(Cc4ccccc4C)c3)no2)cc1OC	0.8	-1	-3	0.9	11	.	0.9	7	1347	-2	21
Cc1nn(C)c(C)c1CN(C)C(=O)c1nn2c(c1Br)NC(c1cccs1)CC2C(F)(F)F (centres undefined)	0.9	4	7	1	-9	-0.0083	0.9	0	1744	3	7
CCn1c(COc2ccccc2)nnc1SCC(=O)Nc1ccc2c(c1)OCCO2	0.9	-4	2	1	8	0.48	0.9	-3	1473	-12	12
CCCCCC1CC(=O)N(Cc2ccc(Cl)cc2)C(=O)N1 (centres undefined)	1	1	-2	1	-11	.	1	5	1724	-4	0
CCOC(=O)C1CCN(C(=O)CCS(=O)(=O)c2ccc3c(c2)CC(C)N3C(=O)CC)CC1 (centres undefined)	0.8	2	-3	0.9	0	-0.07	1	-6	1587	2	16
CCn1c(C(C)NC(=O)c2ccc(C)cc2)n[nH]c1=S (centres undefined)	1	-2	6	1	12	-0.001	1.1	4	1617	4	3
CCOC(=O)c1c(NC(=O)CS(=O)(=O)c2cn(CC)c3ccccc23)sc2c1CCCCC2	0.8	14	9	0.9	-12	-0.095	0.9	1	1454	-1	23
COC(=O)CNC(c1ccccc1)c1cc(Br)ccc1NS(=O)(=O)c1ccccc1 (centres undefined)	0.8	-3	7	0.9	5	-0.3	0.7	0	1561	2	21
Cc1nc2ccccc2n1S(=O)(=O)N(C)C	1.1	10	-9	1.1	-14	.	1.1	3	1472	2	-6
C/C(CC(=O)NCc1ccco1)=N\NC(=O)C(c1ccccc1)c1ccccc1	0.9	7	9	0.9	.	.	0.9	11	1740	5	11

Arranged by the number under ROMK mod (descending): three of the compounds above.
structure	ROMK mod
COC(=O)c1c(C)oc2ccc(N(C(=O)Oc3ccccc3)S(=O)(=O)c3ccc(Cl)c([N+](=O)[O-])c3)cc12	-0.0083
CCOC(=O)C1CCN(C(=O)CCS(=O)(=O)c2ccc3c(c2)CC(C)N3C(=O)CC)CC1 (centres undefined)	-0.07
CCOC(=O)c1c(NC(=O)CS(=O)(=O)c2cn(CC)c3ccccc23)sc2c1CCCCC2	-0.095
